High-throughput results from PubChem.
Tat export inh – blocks Tat-dependent protein export in E. coli; E. coli MC4100 TorA-mCherry Tat export, fluorescence; inhibition, % at 10 µM; actives 0.036% (n = 340,000); AID 488895;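 active means mean replicate inhibition at least 50% and at least half of replicates individually reaching 50%; inconclusive means only one of the two criteria met; inactive means neither criterion met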;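 further: exported cargo escapes ClpAP degradation while cytoplasmic cargo is degraded and loses fluorescence; 0% = median of neutral control wells and 100% = median of NaSCN control wells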
phage Ecoli inh – E. coli growth loss with phage present; growth absorbance; inhibition, % at 11.9 µM; actives 0.26% (n = 360,000); AID 651602; in the data active means inhibition above about 11%
AddAB inh – less growth of phage-infected E. coli with AddAB; inhibition, % at 11.9 µM; actives 0.29% (n = 330,000); E. coli expressing H. pylori AddAB, absorbance growth; in the data active means inhibition above about 12%;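 further: 0% = vehicle wells of infected cells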
PfHsp90 yeast 2 – reduces growth (ATP signal) of yeast expressing P. falciparum Hsp90; S. cerevisiae expressing PfHsp90, BacTiter-Glo ATP, 48 h; yeast lacking PDR1 and PDR3 efflux regulators; inhibition, % at 9.4 µM; actives 0.32% (n = 310,000);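 active means every replicate shows inhibition above about 80%, whatever the replicate mean, limit read from the data; inconclusive means mean inhibition reaches the set limit but some replicate falls short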;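 further: 0% = DMSO neutral controls and 100% = 20 µM radicicol positive controls; yeast relying on Plasmodium falciparum Hsp90 in place of its own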
CAL PDZ inh – blocks peptide binding to human CAL PDZ domain; purified CAL PDZ, TMR-peptide fluorescence polarization, 1 h; inhibition, % at 20 µM; actives 0.02% (n = 330,000); AID 504414;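 active means highest replicate inhibition of at least 40%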;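 further: plate controls were DMSO neutral control wells for no effect and unlabeled competitor peptide control wells for full effect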
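material = purified tagged CAL PDZ domain construct (CerCALP) | compound dosing = 20 µM, one dose | times = 1 h at RT | measured by = fluorescence polarization from S- and P-plane intensities, G-factor corrected | read-out = inhibition from polarization loss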
Wnt act – activates Wnt/beta-catenin signaling in a reporter cell assay; actives 1.2% (n = 300,000); activation, % at 9.35 µM; activator, plate reader; AID 743398; in the data active means activation above about 30%, passing the limit was not always enough; inconclusive means no clear call, values can overlap the other calls;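 further: 0% = neutral control wells and 100% = positive control wells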
DAGLB inhibitor – diacylglycerol lipase beta (human) inhibition; Q8NCG7; HEK293T DAGLB membrane lysate, EnzChek fluorogenic substrate; inhibition, % at 5.17 µM; actives 0.059% (n = 340,000); AID 504411; in the data active means inhibition above about 34%;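 further: 0% = enzyme with vehicle and 100% = wells lacking enzyme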
Target sequence (Q8NCG7 whole entry, looked up): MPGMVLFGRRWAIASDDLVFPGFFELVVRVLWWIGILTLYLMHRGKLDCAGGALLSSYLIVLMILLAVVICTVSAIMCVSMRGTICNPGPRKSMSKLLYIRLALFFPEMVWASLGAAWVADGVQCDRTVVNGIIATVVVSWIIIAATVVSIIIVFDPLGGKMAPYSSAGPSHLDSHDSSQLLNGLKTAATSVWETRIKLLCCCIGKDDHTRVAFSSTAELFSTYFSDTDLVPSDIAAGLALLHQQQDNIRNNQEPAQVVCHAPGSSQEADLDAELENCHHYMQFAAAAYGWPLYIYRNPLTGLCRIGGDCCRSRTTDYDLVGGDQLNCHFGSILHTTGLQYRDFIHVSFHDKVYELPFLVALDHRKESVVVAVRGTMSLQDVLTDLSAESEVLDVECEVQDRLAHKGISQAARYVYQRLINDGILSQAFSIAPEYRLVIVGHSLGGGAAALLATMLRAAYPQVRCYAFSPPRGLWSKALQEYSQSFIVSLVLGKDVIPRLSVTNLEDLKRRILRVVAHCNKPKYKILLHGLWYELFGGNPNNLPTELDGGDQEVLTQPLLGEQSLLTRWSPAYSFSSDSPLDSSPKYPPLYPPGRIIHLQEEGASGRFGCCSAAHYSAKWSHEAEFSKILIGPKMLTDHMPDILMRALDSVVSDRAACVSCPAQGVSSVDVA
Rtt109 HAT inh – C. albicans Rtt109 histone acetyltransferase inhibition | actives 0.16% (n = 330,000) | inhibition, % at 34.9 µM | Q5AAJ8 | purified Rtt109/Vps75, ThioGlo CoA-SH fluorescence, 4 h;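 active means inhibition of at least 50% in every replicate; inconclusive means best replicate reaches 50% inhibition but some replicates fall short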
Target sequence (Q5AAJ8 whole entry, looked up): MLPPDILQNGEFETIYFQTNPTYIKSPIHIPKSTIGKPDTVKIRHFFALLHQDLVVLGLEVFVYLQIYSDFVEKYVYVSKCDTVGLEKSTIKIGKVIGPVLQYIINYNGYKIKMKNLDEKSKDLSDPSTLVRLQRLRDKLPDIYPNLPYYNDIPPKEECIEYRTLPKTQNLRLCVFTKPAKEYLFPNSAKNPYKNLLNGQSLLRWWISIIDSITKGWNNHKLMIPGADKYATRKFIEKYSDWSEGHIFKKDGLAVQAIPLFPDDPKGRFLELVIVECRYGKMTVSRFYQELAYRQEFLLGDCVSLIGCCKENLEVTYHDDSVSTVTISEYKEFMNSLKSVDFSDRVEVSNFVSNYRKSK
Ecoli viability – reduces bacterial viability in AddAB counter-screen. E. coli V3065 growth, OD600 absorbance, 18 h. inhibition, % at 11.9 µM. actives 0.27% (n = 330,000);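 active means inhibition above the campaign's mean inhibition across all tested compounds plus 3 SD, cut at about 9.9% in these data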;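 further: uninfected addAB+ strain grown without phage in ampicillin broth; 0% = DMSO wells and 100% = ciprofloxacin 0.95 µg/ml wells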
PvdQ acylase – P. aeruginosa PvdQ acylase inhibition. purified PvdQ acylase, fluorescence plate reader. inhibition, % at 10 µM. actives 0.063% (n = 340,000); in the data active means inhibition above about 30%, passing the limit was not always enough; inconclusive means no clear call, values can overlap the other calls;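 further: 0% = vehicle neutral wells and 100% = reference inhibitor wells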
The depositor's hits bear a star; ? = inconclusive; . = not tested or not shown.

SMILES	Tat export inh	phage Ecoli inh	AddAB inh	PfHsp90 yeast 2	CAL PDZ inh	Wnt act	DAGLB inhibitor	Rtt109 HAT inh	Ecoli viability	PvdQ acylase
COc1ccc(NC(=O)CN2C(=O)C(C)Oc3ccccc32)cc1OC (stereo not given)	-10	-0.8	0.8	-1	1.1	-1	-1	-7	-0.7	10
CN1CCN(S(=O)(=O)c2ccc(C(F)(F)F)cc2)C(c2ccccc2)C1 (stereo not given)	0	2.9	1.1	7	-0.9	-4	-8	6	-2.8	0
NS(=O)(=O)c1ccc(CCNS(=O)(=O)c2ccccc2)cc1	-4	5.2	3.9	9	0.0	-2	-1	?	0.2	5
CCOc1ccc(NC(=O)CCNS(=O)(=O)c2cccc3nsnc23)cc1	-8	2.0	2.5	-41	-2.1	-2	0	1	0.8	-15
CCOc1ccc(N(C)S(=O)(=O)c2cc(-c3cc(C)no3)ccc2C(C)C)cc1	10	1.1	0.6	21	-2.4	-7	-15	7	0.5	2
CCOC(=O)c1[nH]c2ccc(F)cc2c1NC(=O)Nc1ccccc1OC	-2	2.9	1.1	.	0.3	-3	11	-4	-2.7	-17
CC(C)OC(=O)c1cc(NC(=O)c2nn(C)cc2Br)cc(C(=O)OC(C)C)c1	-7	0.9	3.3	-5	-1.2	-8	-4	-6	2.2	9
CC(C)Cc1nc2c(nnn2Cc2ccccc2F)c(=O)[nH]1	8	1.4	-1.4	-22	-2.3	1	2	4	-0.7	-7
COC(=O)CCC/C=C1/SCC(NC(=O)c2ccccc2)/C1=N/O (stereo not given)	-7	3.1	1.0	-15	.	-9	1	-2	-0.9	24
Cc1nc(/N=C\c2ccc(N(C)C)cc2)sc1C	0	1.7	6.3	3	-0.7	4	1	2	-1.0	-9
O=C(CSc1nc(O)cc(=O)[nH]1)N1c2ccccc2CCc2ccccc21	10	0.5	-1.7	-9	-0.5	3	0	-8	0.5	7
C=C(C)Cn1c(CCNC(=O)CC)nc2ccccc21	-7	1.8	1.6	.	-0.6	-3	-3	-8	0.3	10
COc1ccc(-c2nc(Cn3c(SCc4ccc(C)cc4)nc4ccncc43)c(C)o2)cc1OC	9	0.4	-4.6	-6	0.0	10	-2	-4	-1.9	1
COCC(C)NC(=O)c1cc2c(ccc3ccccc32)oc1=O (stereo not given)	5	5.5	0.0	-51	-1.2	0	-1	0	-1.7	-18
CS(=O)(=O)N(CC(=O)NCC1CCCO1)c1cc(Cl)c(Cl)cc1Cl (stereo not given)	0	4.0	2.0	13	-0.2	-2	-3	-8	1.2	-5
COc1ccc(C(C(=O)NC(C)(C)C)N(CCO)C(=O)CCC(=O)Nc2cc(C)on2)cc1 (stereo not given)	-5	1.3	4.2	2	-0.9	0	0	1	2.0	-14
COc1ccc(CCNC(=S)Nc2ccc(C)cc2C)cc1	1	1.4	1.2	10	-0.1	.	-10	.	0.0	-15
Nc1ccc2nc(-c3ccccc3)c(-c3ccccc3)nc2c1	2	2.9	-2.4	-38	-1.1	-4	-6	-1	0.5	5
O=C1C=C(c2cccs2)C[C@H](c2ccccc2)[C@H]1n1nnc([N+](=O)[O-])n1	-2	3.0	1.8	92*	-0.7	9	0	0	1.5	11
CC(C)Cn1nc(NC(=O)c2cccs2)c2cc3ccccc3nc21	-2	0.7	1.8	12	-1.8	2	4	-1	3.2	-16
Brc1cnc2nc(SCc3nc4ccccc4[nH]3)[nH]c2c1	.	1.2	1.5	.	.	2	.	.	0.5	.
CCOC(=O)c1c(NC(=O)CN2C(=O)NC(C)(c3ccc(Cl)cc3)C2=O)sc(C(=O)NC)c1C (stereo not given)	-1	2.8	-0.5	-24	-0.6	.	2	11	1.6	1
O=S(=O)(c1cccc(-c2cn3cccnc3n2)c1)N1CCOCC1	-6	3.1	2.3	.	.	.	-1	-16	0.5	-49
Cn1cc(Br)c(C(=O)NN2C(=O)C3C4C=CC(C5CC45)C3C2=O)n1 (stereo not given)	8	0.3	0.8	-5	0.8	-3	4	-11	0.0	-12
CCCc1ccccc1OCCNS(=O)(=O)c1cc2c(cc1C)OCC(=O)N2	8	3.0	2.3	13	-4.5	-5	3	-32	2.1	-10
Cc1cc(NC(=O)c2cc(-c3cccnc3)nc3c(C)c(C)ccc23)no1	-4	1.9	2.9	-25	-3.0	0	0	-2	-1.9	-4
Cc1ccccc1NC(=O)CS(=O)(=O)c1cn(CC(=O)N2CCOCC2)c2ccccc12	-5	1.1	-0.7	0	-0.3	2	0	7	-2.3	-14
COc1ccc(S(=O)(=O)Nc2cc(C)nn2-c2ccccc2)cc1	-3	3.2	2.6	12	0.0	3	1	1	2.0	-6
O=C(c1cccs1)N1CCn2c1nc1ccccc12	-8	3.3	1.7	5	-0.4	15	-3	-1	-1.3	6
CCN(CC)c1ccc(/C=N/NC(=O)c2ccoc2C)c(O)c1	25	6.9	6.1	1	-0.2	47*	8	.	0.4	6

Look-ups from the entries so far.
`Cc1cc(NC(=O)c2cc(-c3cccnc3)nc3c(C)c(C)ccc23)no1` in AddAB inh = 2.9
`CCCc1ccccc1OCCNS(=O)(=O)c1cc2c(cc1C)OCC(=O)N2` in CAL PDZ inh = -4.5
`CCN(CC)c1ccc(/C=N/NC(=O)c2ccoc2C)c(O)c1` in PfHsp90 yeast 2 = 1
`Cc1ccccc1NC(=O)CS(=O)(=O)c1cn(CC(=O)N2CCOCC2)c2ccccc12` in CAL PDZ inh = -0.3
`Cn1cc(Br)c(C(=O)NN2C(=O)C3C4C=CC(C5CC45)C3C2=O)n1` (stereo not given) in PfHsp90 yeast 2 = -5

(continued)
SMILES	Tat export inh	phage Ecoli inh	AddAB inh	PfHsp90 yeast 2	CAL PDZ inh	Wnt act	DAGLB inhibitor	Rtt109 HAT inh	Ecoli viability	PvdQ acylase
CCc1cc2c(NCc3ccccc3)nc(C)nc2s1	-5	2.6	4.2	7	-1.1	-1	-3	-8	0.0	-13
C=CCNc1nc2ccccc2nc1NS(=O)(=O)c1ccc(Cl)cc1	4	0.5	-0.9	-47	-1.4	-1	6	5	0.6	-14
CC(NS(=O)(=O)c1ccc(N)cc1)C1CC2CCC1C2 (stereo not given)	-2	5.2	2.2	-5	-1.3	-1	-1	-25	-1.8	-6
C=CCNC(=S)/N=c1\sccn1C	15	2.5	3.7	-12	-0.9	-1	-3	1	1.5	8
C/C(=N\NC(=O)C(N)=O)c1ccc(Br)cc1	2	2.6	2.3	10	-1.6	-4	3	12	1.0	-4
COc1cc(NC(=O)c2sc3ncn(CC(=O)N4CCCCC4)c(=O)c3c2C)cc(OC)c1OC	-2	0.2	3.2	22	-4.2	-2	3	8	-1.4	0
CC(=O)N1CCc2c(sc(NC(=O)CN3C(=O)CCC3=O)c2C(N)=O)C1	-1	2.2	0.9	4	-0.7	0	1	-2	0.5	-7
CN(C)CCCNC(=S)N(CCCO)Cc1cc2cc3c(cc2[nH]c1=O)OCO3	-5	4.1	-0.3	-9	-2.2	0	-2	-12	0.4	8
COc1ccccc1NC(=O)c1ccccc1Oc1ccccc1	11	1.0	2.9	7	0.3	-1	-11	-7	0.8	-9
CC(C)(C)[C@H]1CCC(=O)N([C@H](CN=[N+]=[N-])Cc2ccccc2)CC1	9	1.4	1.3	-12	0.0	-6	-11	9	-1.4	9

The closing two compounds of the section above come first, to join the parts.
SMILES	Tat export inh	phage Ecoli inh	AddAB inh	PfHsp90 yeast 2	CAL PDZ inh	Wnt act	DAGLB inhibitor	Rtt109 HAT inh	Ecoli viability	PvdQ acylase
COc1ccccc1NC(=O)c1ccccc1Oc1ccccc1	11	1.0	2.9	7	0.3	-1	-11	-7	0.8	-9
CC(C)(C)[C@H]1CCC(=O)N([C@H](CN=[N+]=[N-])Cc2ccccc2)CC1	9	1.4	1.3	-12	0.0	-6	-11	9	-1.4	9
CCN(CC)c1ccc(S(=O)(=O)N2CCOCC2)cc1NC(=O)CSc1ccccc1	14	2.6	-0.7	31	0.0	-3	-5	-2	0.8	-13
COc1ccc(C2(CO)OC(CO)C(O)C2O)cc1 (stereo not given)	1	1.4	.	-18	-0.2	1	0	9	.	-2
CC(=O)c1ccc(N2C(=NC(=O)C3CCCCC3)SC3CS(=O)(=O)CC32)cc1 (stereo not given)	0	0.1	1.4	-8	-1.9	1	0	-5	0.4	-12
O=C(Nc1nnc2n1CCS2)c1ccco1	-3	4.8	-0.3	-12	-2.4	2	1	-10	2.5	-9
CC1(C)Cc2c(sc(NC(=O)c3ccc4ncsc4c3)c2C(N)=O)C(C)(C)N1	-5	1.9	1.3	-6	-7.3	-2	1	-5	-1.4	-4
C=CCNC(=S)NCCO	-2	3.4	1.0	-8	0.6	1	-1	-1	1.5	-14
Cc1nc2ccc(NC(=O)c3cccnc3)cc2s1	5	1.7	0.8	.	-0.2	6	0	5	-0.4	-6
O=C(Nc1nc(-c2cccs2)cs1)c1ccc(Cl)cc1	-3	5.5	3.6	37	-0.3	.	-4	2	2.2	-10
CC1(N2CCCCC2)C(=O)c2ccccc2C1=O	-12	3.3	0.6	-7	-3.8	-2	2	2	0.0	-10
O=C(O)CCc1ccc(-c2ccccc2)n1NC(=O)c1ccco1	-11	2.1	3.9	2	-0.8	-1	1	1	-0.5	-10
S=C(NCCc1ccccc1)Nc1ccccc1N1CCOCC1	-4	5.4	0.2	1	-0.3	-3	2	-2	-0.5	9
CN(C)c1ccc(N=Nc2ccccc2Br)cc1	-2	-0.7	-0.2	6	-0.3	28	26	8	1.4	3
COc1ccc(CC(=O)N2CCc3cc(OC)c(OC)cc3C2C)c(OC)c1 (stereo not given)	-3	.	1.3	1	-1.4	.	-2	-9	2.0	-9
O=C(c1ccc(F)c(S(=O)(=O)N2CCOCC2)c1)N(c1ccccc1)c1ccccn1	-5	1.3	0.3	-19	1.2	-1	0	-13	-0.9	5
CC1=NN(Cc2cc(C(C)(C)C)c(O)c(C(C)(C)C)c2)C(=O)C1	-1	4.2	1.3	-23	-0.3	-3	-1	-4	0.5	-5
Cc1ccc(C)c(S(=O)(=O)NCc2ccc(C(=O)N3CCCCC3C)cc2)c1 (stereo not given)	-1	1.9	2.1	5	-1.0	.	-2	4	-0.4	-13
O=C(NCCN1CCOCC1)c1c[nH]c2ccc(S(=O)(=O)N3CCOCC3)cc2c1=O	-7	2.3	2.2	4	0.2	.	-1	11	0.9	2
O=[N+]([O-])c1cccc(CN2CCN(c3ncccn3)CC2)c1	3	-2.6	2.8	-41	-0.4	-2	-1	-9	-1.2	-5
O=C(/C=C/c1ccc(Cl)cc1)N1CCN(Cc2ccccc2)CC1	-1	2.0	0.7	54	-0.6	-1	-5	8	2.0	8
COc1cccc(CC2(CO)CCCN(Cc3nc(-c4cccs4)oc3C)C2)c1 (stereo not given)	7	2.1	0.6	26	-1.5	-2	-1	6	2.6	-13
CCN1CCN(C(=O)CCc2nnc3ccc(N4CCC5(CC4)OCCO5)nn23)CC1	-8	-0.6	1.1	-2	-2.3	0	-3	-1	1.9	-8
Nc1nc(SCC(=O)Nc2ccccc2Oc2ccccc2)n[nH]1	-8	0.9	2.3	4	-1.1	.	1	2	-0.3	19
COc1ccc(CCNC(=O)CCCc2ccccc2)cc1OC	-10	-2.1	-1.6	13	-2.1	-2	-2	-3	-1.6	-24
CCOC(=O)C1CCN(C(=O)c2ccccc2CCc2ccccc2)CC1	-5	-1.7	1.3	9	-0.3	0	-4	2	-0.7	-15
Cc1nnc(NC(=O)c2ccc3c(c2)OCO3)s1	-6	0.2	-1.4	-10	-0.8	14	-3	16	0.2	9
COc1ccc(-n2c(C)c(C)c3c(NCCCO)ncnc32)cc1	-5	1.0	.	3	-1.4	6	3	-13	.	-17
